Bcl-B Bim block: disrupts Bim peptide binding to human Bcl-B; Q9HD36; bead-based flow cytometry; inhibition, % at 10 µM; hit rate 0.073% among 190,000;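 further: 0% = tracer peptide without compound and 100% = reference inhibitor peptide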
Target sequence (Q9HD36 whole entry, looked up): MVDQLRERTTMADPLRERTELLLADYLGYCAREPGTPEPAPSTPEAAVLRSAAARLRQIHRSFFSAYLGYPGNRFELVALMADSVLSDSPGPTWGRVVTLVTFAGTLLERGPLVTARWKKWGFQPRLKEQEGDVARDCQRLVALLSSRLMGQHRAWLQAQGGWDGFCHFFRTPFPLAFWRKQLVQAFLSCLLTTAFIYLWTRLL
Bim-Bcl-XL: inhibitors of Bim-Bcl-XL interaction, human; Q07817; Bim peptide-Bcl-XL binding, bead flow cytometry, fluorescence; inhibition, % at 10 µM; hit rate 0.04% among 190,000
Target sequence (Q07817 whole entry, looked up): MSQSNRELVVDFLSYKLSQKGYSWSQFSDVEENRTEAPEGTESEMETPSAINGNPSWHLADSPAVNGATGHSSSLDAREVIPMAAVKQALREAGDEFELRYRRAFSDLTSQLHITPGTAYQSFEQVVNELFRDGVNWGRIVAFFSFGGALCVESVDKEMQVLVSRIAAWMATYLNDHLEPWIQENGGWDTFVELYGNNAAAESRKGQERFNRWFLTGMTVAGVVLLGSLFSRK
Bcl-2 Bim block: inhibitors of Bim-Bcl-2 interaction, human | hit rate 0.06% among 190,000 | P10415 | inhibition, % at 10 µM | AID 950 | Bead-based flow cytometry, Bim peptide-Bcl-2 binding; in the data active means inhibition above about 40%; inconclusive means no clear call, values can overlap the other calls;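 further: 0% = no compound wells with probe peptide and 100% = reference peptide inhibitor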
Target sequence (P10415 whole entry, looked up): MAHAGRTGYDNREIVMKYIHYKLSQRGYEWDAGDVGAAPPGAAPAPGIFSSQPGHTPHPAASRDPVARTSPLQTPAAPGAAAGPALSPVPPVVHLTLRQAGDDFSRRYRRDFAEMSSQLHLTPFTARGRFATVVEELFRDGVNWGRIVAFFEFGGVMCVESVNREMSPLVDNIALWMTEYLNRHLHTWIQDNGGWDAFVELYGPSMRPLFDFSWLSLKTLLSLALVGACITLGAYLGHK
RGS4-Gao reg: human RGS4-Galphao interaction regulation; Multiplexed bead flow cytometry, RGS4-Galphao binding; actives lie on both sides; binding response (% of control), % at 10 µM; hit rate 0.33% among 220,000; P09471; in the data active means binding response below about 49% or above about 150%; inactive means in between;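 further: fluorescent Galphao activated with aluminum fluoride binding bead-coupled RGS4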
Bcl-W Bim block: inhibitors of Bim-Bcl-W interaction, human; Q92843; bead-based flow cytometry, Bim peptide-Bcl-W binding; inhibition, % at 10 µM; hit rate 0.02% among 190,000; AID 952;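 further: 0% = bound tracer without compound and 100% = peptide blocker; higher means less fluorescent Bim peptide bound to Bcl-W beads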
Bim-Bfl-1: inhibitors of Bim-Bfl-1 interaction, human | inhibition, % at 10 µM | Bead-based flow cytometry, Bim-Bfl-1 binding inhibition | hit rate 0.12% among 190,000;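 further: 0% = wells without compound plus tracer and 100% = blocker peptide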
GSH fluor: compound fluoresces at 488/530 nm on GSH beads. fluorescence (KMESF) at 10 µM. GSH beads flow cytometry, compound fluorescence 488/530 nm; hits give high values. hit rate 0.25% among 190,000; in the data active means fluorescence above about 89;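 further: glutathione beads carrying GST-tagged Bcl family fusion proteins plus one bare bead set; values are compound well signal with DMSO vehicle wells as background; inactives centre near 16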
RGS7-Gao reg: modulates binding of RGS7 to human Galphao; Multiplexed bead flow cytometry; actives lie on both sides; AID 1439; P09471; hit rate 0.35% among 220,000; binding response (% of control), % at 10 µM; in the data active means binding response below about 49% or above about 150%; inconclusive means no clear call, values can overlap the other calls; inactive means in between;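 further: fluorescent Galphao held in activated GDP-AlF4 state binding bead-coupled RGS7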
Mcl1-Bid inh: Mcl-1/Bid interaction inhibition. Q07820. TR-FRET Mcl-1/Bid-Dy647 peptide binding, 1536-well. inhibition, % at 21.7 µM. hit rate 0.97% among 220,000. AID 1021;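 active means compounds that cut the binding signal by more than half at the single screening dose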;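 further: His-tagged Mcl-1 with europium anti-His antibody binding Bid BH3 peptide; 0% = Mcl-1 plus peptide wells and 100% = peptide-only wells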
Target sequence (Q07820 whole entry, looked up): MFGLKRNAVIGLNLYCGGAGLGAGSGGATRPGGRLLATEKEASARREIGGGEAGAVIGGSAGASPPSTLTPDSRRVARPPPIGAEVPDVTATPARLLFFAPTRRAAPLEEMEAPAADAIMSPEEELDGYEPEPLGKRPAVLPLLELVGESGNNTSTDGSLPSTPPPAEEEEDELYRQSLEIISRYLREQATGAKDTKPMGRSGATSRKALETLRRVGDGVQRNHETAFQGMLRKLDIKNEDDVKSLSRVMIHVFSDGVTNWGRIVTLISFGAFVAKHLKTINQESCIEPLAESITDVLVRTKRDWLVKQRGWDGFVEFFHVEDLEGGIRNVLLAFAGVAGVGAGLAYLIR
RGS8-Gao: human RGS8-Galphao interaction regulation; P09471; multiplexed bead flow cytometry, RGS8-Galphao binding; actives lie on both sides; response (percent of control binding), % at 10 µM; hit rate 0.34% among 220,000; in the data active means response below about 60% or above about 140%; inactive means in between;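 further: Galphao activated as the GDP aluminium fluoride complex binding bead-coupled RGS8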
Bim-Mcl-1: inhibitors of Bim-Mcl-1 interaction, human; Q07820; Bead-based flow cytometry, Bim peptide-Mcl-1 binding; inhibition, % at 10 µM; hit rate 0.1% among 190,000; AID 1009;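 further: 0% = no compound tracer wells and 100% = peptide blocker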
* marks the source's active call; other numbers are inactive results. Unless noted, no stated cut-off is given here; in the data, active means inhibition above about 40%.

Screening Nc1c(S(=O)(=O)c2ccccc2)cnc2c(-c3ccc(F)cc3)cnn12 returned Bcl-B Bim block -2, Bim-Bcl-XL -2, Bcl-2 Bim block -1, RGS4-Gao reg 100, Bcl-W Bim block -2, Bim-Bfl-1 1, GSH fluor 15, RGS7-Gao reg 97, Mcl1-Bid inh -13, RGS8-Gao 96 and Bim-Mcl-1 -2.
`CCN(CC)S(=O)(=O)c1ccc(N(C)C)c(NC(=O)CC(NC(C)=O)c2ccccc2)c1` (stereo not drawn) gave Bcl-B Bim block -4, Bim-Bcl-XL -1, Bcl-2 Bim block -8, RGS4-Gao reg 103, Bcl-W Bim block -2, Bim-Bfl-1 -6, GSH fluor 16, RGS7-Gao reg inconclusive, Mcl1-Bid inh -20, RGS8-Gao 102 and Bim-Mcl-1 -2.
COc1cccc(C(CC(=O)Nc2cccc3ccccc23)NC(=O)c2ccccc2)c1 (stereo not drawn) was read as Bcl-B Bim block -3, Bim-Bcl-XL -7, Bcl-2 Bim block -3, RGS4-Gao reg 98, Bcl-W Bim block -6, Bim-Bfl-1 -2, GSH fluor 13, RGS7-Gao reg 103, Mcl1-Bid inh -13, RGS8-Gao 102 and Bim-Mcl-1 -3.
Screening COc1ccc(C(CNC(=O)c2cc3ccccc3o2)N2CCCCC2)cc1 (stereo not drawn) returned Bcl-B Bim block -2, Bim-Bcl-XL -3, Bcl-2 Bim block -4, RGS4-Gao reg 102, Bcl-W Bim block -2, Bim-Bfl-1 -5, GSH fluor 17, RGS7-Gao reg 103, Mcl1-Bid inh -34, RGS8-Gao 103 and Bim-Mcl-1 -2.
`Cc1ccc(C)c(OCCCNC2CCCC2)c1C` gave Bcl-B Bim block -6, Bim-Bcl-XL -3, Bcl-2 Bim block -4, RGS4-Gao reg 99, Bcl-W Bim block -4, Bim-Bfl-1 -6, GSH fluor 16, RGS7-Gao reg 101, Mcl1-Bid inh 16, RGS8-Gao 97 and Bim-Mcl-1 -2.
For CC1CCCN(C(=O)COc2ccc(-c3ccccc3)cc2)C1 (stereo not drawn) the results were Bcl-B Bim block -7, Bim-Bcl-XL -2, Bcl-2 Bim block -1, RGS4-Gao reg 101, Bcl-W Bim block -5, Bim-Bfl-1 -6, GSH fluor 15, RGS7-Gao reg inconclusive, Mcl1-Bid inh -30, RGS8-Gao 101 and Bim-Mcl-1 1.
COc1cc(NC(=O)CN(C)S(=O)(=O)c2ccc3nc(C)sc3c2)cc(OC)c1 was read as Bcl-B Bim block -6, Bim-Bcl-XL -4, Bcl-2 Bim block -3, RGS4-Gao reg 101, Bcl-W Bim block 0, Bim-Bfl-1 1, GSH fluor 22, RGS7-Gao reg 105, Mcl1-Bid inh -12, RGS8-Gao 101 and Bim-Mcl-1 -2.
For O=C(c1ccncc1)N1N=C(C2CC2)CC1(O)C(F)(F)F (stereo not drawn) the results were Bcl-B Bim block -9, Bim-Bcl-XL -3, Bcl-2 Bim block -5, RGS4-Gao reg 103, Bcl-W Bim block -4, Bim-Bfl-1 -7, GSH fluor 22, RGS7-Gao reg 102, Mcl1-Bid inh -3, RGS8-Gao 101 and Bim-Mcl-1 0.
For COc1cccc(CN2CCN(Cc3nc(-c4cccc(F)c4F)oc3C)CC2=O)c1 the results were Bcl-B Bim block -6, Bim-Bcl-XL -1, Bcl-2 Bim block -3, RGS4-Gao reg 99, Bcl-W Bim block 0, Bim-Bfl-1 -7, GSH fluor 8, RGS7-Gao reg 103, Mcl1-Bid inh -7, RGS8-Gao 100 and Bim-Mcl-1 -1.
For O=c1c(/C=N/OCc2ccc(Cl)cc2Cl)c[nH]n1-c1cccc(Cl)n1 the results were Bcl-B Bim block -3, Bim-Bcl-XL -5, Bcl-2 Bim block -4, RGS4-Gao reg 98, Bcl-W Bim block -2, Bim-Bfl-1 -7, GSH fluor 11, RGS7-Gao reg inconclusive, Mcl1-Bid inh -71, RGS8-Gao 98 and Bim-Mcl-1 -3.
`Oc1ccccc1/C=N/n1c2ccccc2c2ccccc21` gave Bcl-B Bim block -3, Bim-Bcl-XL 0, Bcl-2 Bim block -4, RGS4-Gao reg 100, Bcl-W Bim block 1, Bim-Bfl-1 -1, GSH fluor 22, RGS7-Gao reg 108, Mcl1-Bid inh -1, RGS8-Gao 92 and Bim-Mcl-1 0.
`CCOC(=O)CCn1nc(-c2ccc(Cl)cc2)cc1N` gave Bcl-B Bim block -11, Bim-Bcl-XL -7, Bcl-2 Bim block -6, RGS4-Gao reg 100, Bcl-W Bim block 1, Bim-Bfl-1 -17, GSH fluor 36, RGS7-Gao reg 107, Mcl1-Bid inh -9, RGS8-Gao 97 and Bim-Mcl-1 -4.
O=C(CSC1CCCCC1)N1CCN(c2ccccc2)CC1 was read as Bcl-B Bim block -6, Bim-Bcl-XL 1, Bcl-2 Bim block -6, RGS4-Gao reg 99, Bcl-W Bim block 1, Bim-Bfl-1 -9, GSH fluor 36, RGS7-Gao reg 100, Mcl1-Bid inh 34, RGS8-Gao 100 and Bim-Mcl-1 0.
For C=C(Cl)COC(=O)[C@H]1C2C=CC(C2)C1C(=O)O (stereo partly drawn) the results were Bcl-B Bim block 1, Bim-Bcl-XL -1, Bcl-2 Bim block 0, RGS4-Gao reg 103, Bcl-W Bim block -1, Bim-Bfl-1 0, GSH fluor 16, RGS7-Gao reg 100, Mcl1-Bid inh -26, RGS8-Gao 99 and Bim-Mcl-1 -5.
`COc1cccc(-n2nc3c(-n4ncc(C#N)c4N)nnc(C)c3c2C)c1` gave Bcl-B Bim block -2, Bim-Bcl-XL -1, Bcl-2 Bim block 1, RGS4-Gao reg 99, Bcl-W Bim block -2, Bim-Bfl-1 0, GSH fluor 17, RGS7-Gao reg 98, Mcl1-Bid inh 0, RGS8-Gao 103 and Bim-Mcl-1 0.
Cn1c(SCc2nc(-c3ccccc3)no2)nnc1-c1cccs1 was read as Bcl-B Bim block -4, Bim-Bcl-XL -4, Bcl-2 Bim block 3, Bcl-W Bim block -1, Bim-Bfl-1 1, GSH fluor 17, Mcl1-Bid inh -4 and Bim-Mcl-1 0.
Screening COc1ccc(CC(=O)O)cc1O returned Bcl-B Bim block -2, Bim-Bcl-XL -5, Bcl-2 Bim block -7, RGS4-Gao reg 105, Bcl-W Bim block -2, Bim-Bfl-1 -9, GSH fluor 19, RGS7-Gao reg 112, Mcl1-Bid inh -13, RGS8-Gao 101 and Bim-Mcl-1 -4.
For Cc1ccc(SCc2[nH]nc3c2C2(C(=O)Nc4ccc(F)cc42)C(C#N)=C(N)O3)cc1 (stereo not drawn) the results were Bcl-B Bim block -10, Bim-Bcl-XL -7, Bcl-2 Bim block -11, RGS4-Gao reg 102, Bcl-W Bim block 0, Bim-Bfl-1 -16, GSH fluor 15, RGS7-Gao reg 98, Mcl1-Bid inh -13, RGS8-Gao 101 and Bim-Mcl-1 0.
`COc1ccc(C(=S)N2CCN(c3cccc(Cl)c3)CC2)c(OC)c1` gave Bcl-B Bim block -20, Bim-Bcl-XL -8, Bcl-2 Bim block -3, RGS4-Gao reg 103, Bcl-W Bim block -3, Bim-Bfl-1 -4, GSH fluor 23, RGS7-Gao reg 105, Mcl1-Bid inh -34, RGS8-Gao 101 and Bim-Mcl-1 -4.
For Cc1ccc(-c2nc(-c3cccnc3)no2)c(C)c1 the results were Bcl-B Bim block -8, Bim-Bcl-XL -5, Bcl-2 Bim block -10, RGS4-Gao reg 104, Bcl-W Bim block -3, Bim-Bfl-1 -11, GSH fluor 24, RGS7-Gao reg 99, Mcl1-Bid inh -9, RGS8-Gao 100 and Bim-Mcl-1 2.
CCn1ncc(NC(=S)NCCc2ccccc2)c1C(N)=O was read as Bcl-B Bim block -5, Bim-Bcl-XL -3, Bcl-2 Bim block 0, RGS4-Gao reg 100, Bcl-W Bim block -1, Bim-Bfl-1 3, GSH fluor 12, RGS7-Gao reg 99, Mcl1-Bid inh -20, RGS8-Gao 100 and Bim-Mcl-1 -3.
CCSc1n[nH]c(=O)[nH]c1=O was read as Bcl-B Bim block 0, Bim-Bcl-XL -1, Bcl-2 Bim block 4, RGS4-Gao reg 102, Bcl-W Bim block 0, Bim-Bfl-1 0, GSH fluor 17, RGS7-Gao reg 104, Mcl1-Bid inh -5, RGS8-Gao 101 and Bim-Mcl-1 0.
CC(C(=O)NC1CCCC1)N1CCN(Cc2ccccc2)CC1 (stereo not drawn) was read as Bcl-B Bim block -2, Bim-Bcl-XL -2, Bcl-2 Bim block -1, RGS4-Gao reg 102, Bcl-W Bim block -4, Bim-Bfl-1 -7, GSH fluor 12, RGS7-Gao reg 99, Mcl1-Bid inh -23, RGS8-Gao 104 and Bim-Mcl-1 0.
Screening Cc1ccc(Cl)cc1N1CCN(C(=O)c2cc3c(=O)n(C)c4ccccc4c3n2C)CC1 returned Bcl-B Bim block -5, Bim-Bcl-XL -2, Bcl-2 Bim block -7, RGS4-Gao reg 102, Bcl-W Bim block 0, Bim-Bfl-1 -8, GSH fluor 17, RGS7-Gao reg 98, Mcl1-Bid inh -22, RGS8-Gao 101 and Bim-Mcl-1 2.

Entries shown so far with a cyano group (two):
`COc1cccc(-n2nc3c(-n4ncc(C#N)c4N)nnc(C)c3c2C)c1` gave Bcl-B Bim block -2, Bim-Bcl-XL -1, Bcl-2 Bim block 1, RGS4-Gao reg 99, Bcl-W Bim block -2, Bim-Bfl-1 0, GSH fluor 17, RGS7-Gao reg 98, Mcl1-Bid inh 0, RGS8-Gao 103 and Bim-Mcl-1 0.
For Cc1ccc(SCc2[nH]nc3c2C2(C(=O)Nc4ccc(F)cc42)C(C#N)=C(N)O3)cc1 (stereo not drawn) the results were Bcl-B Bim block -10, Bim-Bcl-XL -7, Bcl-2 Bim block -11, RGS4-Gao reg 102, Bcl-W Bim block 0, Bim-Bfl-1 -16, GSH fluor 15, RGS7-Gao reg 98, Mcl1-Bid inh -13, RGS8-Gao 101 and Bim-Mcl-1 0.

Going on with the list:
For CC(=O)c1ccc(NC(=O)CN2C(=O)COc3ccc(Cl)cc32)cc1 the results were Bcl-B Bim block -4, Bim-Bcl-XL -2, Bcl-2 Bim block -9, RGS4-Gao reg 101, Bcl-W Bim block -1, Bim-Bfl-1 -10, GSH fluor 18, RGS7-Gao reg 103, Mcl1-Bid inh -10, RGS8-Gao 101 and Bim-Mcl-1 0.
For Cc1ccc(-c2nnn(CC(=O)N(Cc3ccccc3)C(C(=O)NC3CCCC3)c3ccncc3)n2)o1 (stereo not drawn) the results were Bcl-B Bim block -3, Bim-Bcl-XL -3, Bcl-2 Bim block 0, RGS4-Gao reg 99, Bcl-W Bim block 2, Bim-Bfl-1 -7, GSH fluor 23, RGS7-Gao reg 101, Mcl1-Bid inh 24, RGS8-Gao 99 and Bim-Mcl-1 0.
Screening CCSc1nnc(NC(=O)C(Cc2ccccc2)n2cccc2)s1 (stereo not drawn) returned Bcl-B Bim block -7, Bim-Bcl-XL -5, Bcl-2 Bim block -7, RGS4-Gao reg 101, Bcl-W Bim block 0, Bim-Bfl-1 -8, GSH fluor 26, RGS7-Gao reg 97, Mcl1-Bid inh 64*, RGS8-Gao 100 and Bim-Mcl-1 0.
Screening Cc1nc(Nc2ccc(Cl)cc2)c2nnn(Cc3ccccc3)c2n1 returned Bcl-B Bim block -7, Bim-Bcl-XL -4, Bcl-2 Bim block -3, RGS4-Gao reg 101, Bcl-W Bim block -3, Bim-Bfl-1 -6, GSH fluor 13, RGS7-Gao reg 100, Mcl1-Bid inh -23, RGS8-Gao 101 and Bim-Mcl-1 -3.
